Assay outcomes as filed in PubChem BioAssay.
C diff growth: C. difficile growth inhibitors, primary screen, HTS | Clostridium difficile clinical isolate growth, OD600, 24 h; active compounds read low | growth activity, negative = inhibition, % at 16 µg/mL (by protocol) | 86,000 tested, 0.25% active | AID 1259249, 2017;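 active = mean growth activity at or below -80% and every replicate also at or below -80%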;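 note: 0% = DMSO wells and -100% = levofloxacin 16 µg/mL wells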
GASC1 inh: inhibitors of GASC-1 (KDM4C) histone demethylase, primary screen, biochemical, single concentration HTS; GST-KDM4C 2-372, H3K9me3 peptide, LANCE TR-FRET; inhibition, % at 12.5 µM; 96,000 tested, 0.15% active; Lysine-specific demethylase 4C (Homo sapiens), Q9H3R0;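 active = mean replicate inhibition above about 25%, with at least 55% of replicates also reaching it, limit read from the data, passing the limit was not always enough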
Target sequence (Q9H3R0 2-372 limits assumed): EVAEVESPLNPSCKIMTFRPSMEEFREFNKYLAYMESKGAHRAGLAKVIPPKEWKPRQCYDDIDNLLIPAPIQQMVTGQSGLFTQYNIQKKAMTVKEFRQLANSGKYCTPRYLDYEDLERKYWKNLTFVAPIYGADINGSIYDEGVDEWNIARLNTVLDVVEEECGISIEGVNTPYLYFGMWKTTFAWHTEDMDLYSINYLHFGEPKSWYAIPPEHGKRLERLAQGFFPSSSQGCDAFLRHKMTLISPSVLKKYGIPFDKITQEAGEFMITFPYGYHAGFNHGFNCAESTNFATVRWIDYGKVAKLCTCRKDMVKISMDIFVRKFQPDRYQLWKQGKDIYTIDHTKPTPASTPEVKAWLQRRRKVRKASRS
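Material: GST-tagged GASC-1 (JMJD2C) catalytic fragment, aa 2-372 / Quantity: enzyme final amount 10 nM / Medium: HEPES buffer, pH 7.5, plus ascorbate / Doses: one test concentration per compound / Incubation: 30 min reaction, 60 min detection, RT / Measured by: LANCE TR-FRET / Read-out: inhibition from TR-FRET ratio decrease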
T cruzi growth: T. cruzi intracellular proliferation inhibitors, primary screen, cell-based, beta-gal Tulahuen parasites, NIH3T3 host, luminescence | T. cruzi beta-gal in NIH3T3, GalScreen luminescence, 90 h | 77,000 tested, 5.9% active | inhibition, % at 8.34 µM;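 active = mean inhibition above about 93%, with at least 55% of replicates each passing it, limit read from the data, passing the limit was not always enough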
Pf Dd2 growth: P. falciparum Dd2 growth inhibitors, primary screen, SYBR Green fluorescence, single dose replicates. AID 1159554, 2015. 94,000 tested, 2.3% active. activity change, % at 10 µM. 72 h; active compounds read low; in the data active = activity change below about -80%
* = called active by the depositor; / = not tested or not shown.

SMILES	C diff growth	GASC1 inh	T cruzi growth	Pf Dd2 growth
O=C(C[C@H]1C=C[C@@H](NC(=O)Nc2ccc(C(F)(F)F)cc2)[C@H](CO)O1)NCc1cccc(F)c1	/	9.7	-62	2
CN1CCN(C(=O)C[C@@H]2C=C[C@H](NC(=O)Nc3ccccc3F)[C@@H](CO)O2)CC1	/	0.7	-9	35
Cc1noc(C)c1NC(=O)N(C)C[C@@H]1OCCCC[C@H](C)Oc2ccc(NC(=O)C3CCCCC3)cc2C(=O)N([C@H](C)CO)C[C@H]1C	2	-0.6	12	17
CC(C)CC#Cc1ccc2c(c1)O[C@H](CN(C)C(=O)c1cccc(F)c1)[C@H](C)CN([C@@H](C)CO)S2(=O)=O	-2	-0.1	120*	-64
Cc1ccc(S(=O)(=O)N2CC[C@H]3[C@H](CO)Nc4ccc(-c5cccc(C(=O)N(C)C)c5)cc4[C@H]32)cc1	-6	-0.8	28	-30
O=C(Cc1ccccn1)NCC[C@H]1CC[C@@H](NC(=O)Nc2ccc(F)cc2)[C@@H](CO)O1	6	0.6	15	3
CNC[C@@H]1Oc2ccc(NC(=O)NC(C)C)cc2C(=O)N([C@H](C)CO)C[C@H]1C	4	1.0	34	3
CN(C)CC(=O)N1[C@H](CO)[C@@H](c2ccccc2)C12CN(C(=O)c1cccc(F)c1)C2	-8	-1.8	/	-7
CS(=O)(=O)N1CC2(C1)[C@H](c1ccccc1)[C@H](CO)N2Cc1ccccn1	0	0.5	/	-2
C[C@@H]1CN([C@@H](C)CO)C(=O)c2cc(NC(=O)Cn3cnnn3)ccc2O[C@H]1CN(C)S(=O)(=O)c1ccccc1	-3	0.9	31	39
COCC(=O)Nc1ccc2c(c1)[C@H]1C[C@@H](CC(=O)NCc3ccccc3)O[C@@H](CO)[C@H]1O2	/	2.7	-5	4
CN(C)Cc1cn(CC[C@@H]2CC[C@@H](NC(=O)Cc3cccnc3)[C@@H](CO)O2)nn1	/	1.8	13	6
Cc1noc(C)c1S(=O)(=O)Nc1ccc2c(c1)C(=O)N([C@H](C)CO)C[C@H](C)[C@@H](CN(C)C(=O)Nc1ccc(C(F)(F)F)cc1)OCCCC[C@@H](C)O2	0	-1.3	109	-55
CCCC(=O)Nc1ccc2c(c1)C(=O)N(C)C[C@@H](OC)[C@@H](C)CN(C(=O)CC)[C@@H](C)CO2	/	5.1	-45	/
CO[C@@H](CN(C)C(=O)c1ccccc1F)[C@@H](C)CN([C@@H](C)CO)S(=O)(=O)c1ccccc1	/	-1.0	6	41
COc1ccccc1-c1cnc2c(c1)C(=O)N([C@H](C)CO)C[C@@H](C)[C@@H](CN(C)C)O2	2	-0.9	/	13
O=C(Cc1ccncc1)Nc1ccc2c(c1)[C@@H]1C[C@@H](CC(=O)NC3CCCCC3)O[C@H](CO)[C@@H]1O2	-6	0.5	/	-2
Cc1cc(C(=O)Nc2cccc3c2O[C@@H](CN(C)C(=O)Nc2ccc(F)cc2)[C@H](C)CN([C@H](C)CO)C3=O)n(C)n1	-4	0.6	47	15
CC(=O)N1CC[C@@H]2[C@@H](CO)N(C)c3ccc(-c4cccc(F)c4)cc3[C@@H]21	-6	2.4	83	11
O=C(C[C@@H]1CC[C@H]2[C@@H](COC[C@@H](O)CN2C(=O)c2ccccc2)O1)NC1Cc2ccccc2C1	/	0.5	7	2
CCNC(=O)[C@@H]1[C@@H](CO)[C@@H]2Cn3c(ccc(C4=CCCCC4)c3=O)[C@H]1N2CC	-3	1.1	/	29
C[C@H](CO)N1C[C@H](C)[C@@H](CN(C)Cc2ccc(C(F)(F)F)cc2)OCCCC[C@H](C)Oc2ccc(NC(=O)c3ccccc3)cc2C1=O	11	-1.1	75	6
O=C(C[C@@H]1CC[C@H](NC(=O)C2CC2)[C@@H](CO)O1)NCCCN1CCOCC1	/	-0.1	-12	-2
O=C(c1ccccn1)N1C[C@H]2[C@@H](c3ccccc31)[C@H](CO)N2C(=O)C1CCCC1	-1	2.8	15	6
C[C@H](CO)N1C[C@H](C)[C@H](CN(C)S(=O)(=O)c2cccs2)Oc2ccc(NS(=O)(=O)c3ccccc3)cc2C1=O	-7	-0.8	26	-11

2 compounds picked at random from the list so far:
SMILES	C diff growth	GASC1 inh	T cruzi growth	Pf Dd2 growth
Cc1noc(C)c1S(=O)(=O)Nc1ccc2c(c1)C(=O)N([C@H](C)CO)C[C@H](C)[C@@H](CN(C)C(=O)Nc1ccc(C(F)(F)F)cc1)OCCCC[C@@H](C)O2	0	-1.3	109	-55
CS(=O)(=O)N1CC2(C1)[C@H](c1ccccc1)[C@H](CO)N2Cc1ccccn1	0	0.5	/	-2

Remaining list, next part
SMILES	C diff growth	GASC1 inh	T cruzi growth	Pf Dd2 growth
CO[C@H](CN(C)C(=O)c1ccc2c(c1)OCO2)[C@@H](C)CN([C@H](C)CO)S(=O)(=O)c1ccc(Cl)cc1	/	2.0	54	-22
C[C@H]1CN([C@@H](C)CO)C(=O)Cc2cc(NC(=O)Nc3cccc4ccccc34)ccc2O[C@H]1CN(C)CC1CC1	-4	0.0	42	-71
O=C(C[C@H]1CC[C@H]2[C@@H](COC[C@H](O)CN2Cc2ccc(F)cc2)O1)NCc1ccccc1Cl	5	0.3	28	-6
CCCN1C[C@@H](C)[C@@H](OC)CN(C)C(=O)c2cc(NS(=O)(=O)c3cn(C)cn3)ccc2OC[C@@H]1C	/	-1.0	-49	21
C[C@H]1CN([C@@H](C)CO)C(=O)Cc2cc(NS(=O)(=O)c3ccc(F)cc3)ccc2O[C@@H]1CN(C)S(=O)(=O)c1ccc(Cl)cc1	0	-1.7	3	-21
C[C@@H]1CCCCO[C@@H](CN(C)CC2CC2)[C@@H](C)CN([C@H](C)CO)C(=O)c2cc(NC(=O)CCC(F)(F)F)ccc2O1	6	9.1	95	-31
CC(C)NC(=O)N(C)C[C@H]1Oc2ncc(C#Cc3ccccc3F)cc2C(=O)N([C@H](C)CO)C[C@H]1C	0	-2.4	72	-55
COc1ccc(CN(C)C[C@H]2OCCCC[C@H](C)Oc3ccc(NS(=O)(=O)c4cn(C)cn4)cc3C(=O)N([C@@H](C)CO)C[C@H]2C)cc1	-8	-1.3	9	-6
COc1ccccc1CN(C)C[C@@H]1OCc2cn(nn2)CCCC(=O)N([C@@H](C)CO)C[C@@H]1C	/	0.4	7	-10
CCCN1[C@@H]2c3ccc(C4=CCCCC4)c(=O)n3C[C@H]1[C@H](CO)[C@H]2C(=O)N1CCOCC1	0	2.9	-21	3
COc1ccccc1CN1[C@@H]2c3cccc(=O)n3C[C@@H]2[C@@H](CO)[C@@H]1C(=O)NCCc1ccncc1	0	-1.8	-87	/
CCNC(=O)[C@H]1[C@H](CO)[C@H]2Cn3c(cccc3=O)[C@H]2N1Cc1ccccc1Cl	-2	2.6	-10	-18
COc1ccc(CN(C)C[C@H]2Oc3ccc(NS(=O)(=O)c4ccc(F)cc4)cc3CC(=O)N([C@@H](C)CO)C[C@@H]2C)cc1	-8	-0.9	49	14
C[C@@H]1CN([C@H](C)CO)C(=O)c2cc(NC(=O)C3CC3)ccc2O[C@H]1CN(C)S(=O)(=O)c1cn(C)cn1	/	2.7	-20	52
C/C=C/c1ccc([C@H]2[C@@H](CO)N(C(=O)C3CCC3)[C@H]2CNC(=O)NC(C)C)cc1	4	0.5	15	-6
Cc1ccc(S(=O)(=O)Nc2ccc3c(c2)C(=O)N([C@@H](C)CO)C[C@H](C)[C@@H](CN(C)S(=O)(=O)c2c(C)noc2C)OCCCC[C@H](C)O3)cc1	9	-0.1	58	-45
O=C([C@@H]1[C@@H](CO)[C@@H]2Cn3c(cccc3=O)[C@H]1N2CC1CCCC1)N1CCc2ccccc2C1	-4	0.5	66	-10
C[C@@H]1CN([C@@H](C)CO)C(=O)Cc2cc(NC(=O)c3ccncc3)ccc2O[C@H]1CN(C)C	-1	0.3	/	8
CCCN1[C@@H]2c3ccc(/C=C/c4ccccc4)c(=O)n3C[C@@H]2[C@@H](CO)[C@@H]1C(=O)N(C)C	23	2.4	64	/
C[C@@H]1CCCCO[C@@H](CN(C)C(=O)Nc2ccccc2)[C@@H](C)CN([C@@H](C)CO)C(=O)c2cc(NC(=O)Cc3ccccc3)ccc2O1	/	0.0	36	-34
COc1ccc(S(=O)(=O)N(C)C[C@@H]2Oc3ccc(NC(=O)Nc4ccc5c(c4)OCO5)cc3C(=O)N([C@@H](C)CO)C[C@@H]2C)cc1	-1	0.7	17	0
C[C@H]1CN([C@@H](C)CO)C(=O)c2cccc(NS(=O)(=O)c3cccs3)c2O[C@@H]1CN(C)Cc1ccc(Cl)c(Cl)c1	11	2.1	76	-14
C[C@@H]1CN([C@H](C)CO)C(=O)c2cc(C#CC3(O)CCCC3)cnc2O[C@@H]1CN(C)C(=O)C1CCCCC1	-3	11	41	43
COCCNC(=O)C[C@H]1CC[C@@H]2[C@H](COc3ccc(NC(=O)C4CCOCC4)cc3C(=O)N2C)O1	-2	0.6	15	-3
COCC(=O)Nc1ccc2c(c1)OC[C@@H](C)N(CC1CC1)C[C@H](C)[C@@H](OC)CN(C)C2=O	/	0.5	-22	-6
Going on with the list:
SMILES	C diff growth	GASC1 inh	T cruzi growth	Pf Dd2 growth
O=C(c1ccccn1)N1C[C@H]2[C@@H](c3ccccc31)[C@@H](CO)N2C(=O)Nc1ccccc1Cl	-7	-1.7	19	8
COc1ccc(NC(=O)N(C)C[C@H]2Oc3ccc(NC(=O)Nc4cccc5ccccc45)cc3CC(=O)N([C@H](C)CO)C[C@@H]2C)cc1	8	-6.1	-14	-31
CS(=O)(=O)Nc1ccc2c(c1)[C@H]1C[C@H](CC(=O)NCc3ccc(Cl)cc3)O[C@H](CO)[C@H]1O2	-1	-2.6	40	-50
C[C@@H]1CN([C@H](C)CO)C(=O)c2cc(NC(=O)CCC(F)(F)F)ccc2O[C@@H](C)CCCCO[C@@H]1CN(C)S(=O)(=O)c1ccc(F)cc1	0	0.3	-35	/
CO[C@H]1CN(C)C(=O)c2cc(NS(C)(=O)=O)ccc2OC[C@H](C)N(CC2CCOCC2)C[C@@H]1C	10	1.5	16	13
C[C@@H]1CN([C@@H](C)CO)S(=O)(=O)c2ccc(C#Cc3ccccc3)cc2O[C@H]1CN(C)C(=O)Cc1ccccn1	-19	-3.8	72	-84*
CCNC(=O)C[C@H]1CC[C@@H]2[C@H](COC[C@@H](O)CN2C(=O)Nc2ccc(Cl)c(Cl)c2)O1	/	-0.5	-11	6
COCC(=O)Nc1ccc2c(c1)OC[C@@H](C)N(C(=O)C1CCCC1)C[C@H](C)[C@@H](OC)CN(C)C2=O	0	1.9	2	8
Cc1ccccc1-c1cnc2c(c1)C(=O)N([C@H](C)CO)C[C@H](C)[C@H](CN(C)C(=O)c1ccccc1)O2	-3	-1.0	22	38
Cc1ccc(S(=O)(=O)Nc2ccc3c(c2)C(=O)N([C@H](C)CO)C[C@@H](C)[C@@H](CN(C)C(=O)NC2CCCCC2)O3)cc1	3	1.6	-26	3
C[C@@H]1CN([C@@H](C)CO)C(=O)Cc2cc(NC(=O)Nc3ccc4c(c3)OCO4)ccc2O[C@@H]1CN(C)C	0	0.8	/	9
Cc1noc(C)c1NC(=O)N(C)C[C@H]1Oc2ccc(NS(=O)(=O)c3c(C)noc3C)cc2CC(=O)N([C@H](C)CO)C[C@H]1C	-2	-0.4	3	17
C[C@@H]1CN([C@@H](C)CO)C(=O)c2cc(NS(=O)(=O)c3cccs3)ccc2O[C@@H]1CN(C)C	-4	0.8	78	7
C[C@H](CO)N1C[C@H](C)[C@H](CN(C)C(=O)Nc2ccc(C(F)(F)F)cc2)Oc2c(cccc2N(C)C)C1=O	-1	0.8	96*	-11

Three successive entries out of the list so far, for reference:
SMILES	C diff growth	GASC1 inh	T cruzi growth	Pf Dd2 growth
C[C@@H]1CN([C@@H](C)CO)S(=O)(=O)c2ccc(C#Cc3ccccc3)cc2O[C@H]1CN(C)C(=O)Cc1ccccn1	-19	-3.8	72	-84*
CCNC(=O)C[C@H]1CC[C@@H]2[C@H](COC[C@@H](O)CN2C(=O)Nc2ccc(Cl)c(Cl)c2)O1	/	-0.5	-11	6
COCC(=O)Nc1ccc2c(c1)OC[C@@H](C)N(C(=O)C1CCCC1)C[C@H](C)[C@@H](OC)CN(C)C2=O	0	1.9	2	8
